# Screening data as filed in PubChem BioAssay.
# CHRM5 PAM – potentiates acetylcholine response at human M5 receptor; AID 624038; P08912; CHO-K1 hM5, Fluo-8 calcium, ACh EC20 PAM; 0% = ACh EC20, 100% = ACh EC100; 0.3% of 360,000 active; activation, % at 3 µM;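 active means activation above the run cutoff, the mean activation of all test compounds plus 3 SD, cut at about 18% in these data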
# Target sequence (P08912 whole entry, looked up): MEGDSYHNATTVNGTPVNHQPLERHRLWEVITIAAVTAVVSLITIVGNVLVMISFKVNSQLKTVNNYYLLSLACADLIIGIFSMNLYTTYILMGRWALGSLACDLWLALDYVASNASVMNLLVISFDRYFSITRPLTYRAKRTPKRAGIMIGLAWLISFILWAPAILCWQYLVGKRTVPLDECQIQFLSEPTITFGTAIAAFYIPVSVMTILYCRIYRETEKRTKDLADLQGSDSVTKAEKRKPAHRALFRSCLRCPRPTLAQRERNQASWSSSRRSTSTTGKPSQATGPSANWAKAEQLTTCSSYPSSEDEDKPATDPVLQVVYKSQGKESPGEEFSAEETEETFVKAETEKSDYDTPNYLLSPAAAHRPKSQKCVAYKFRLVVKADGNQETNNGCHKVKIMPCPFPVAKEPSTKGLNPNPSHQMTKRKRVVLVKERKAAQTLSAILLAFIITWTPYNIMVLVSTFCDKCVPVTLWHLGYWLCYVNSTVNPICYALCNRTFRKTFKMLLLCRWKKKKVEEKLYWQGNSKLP
#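 Measured by: Fluo-8 calcium fluorescence; material: human M5 receptor in CHO-K1 cells; schedule: Post-acetylcholine fluorescence recording 140 s; benchmarks: low control EC20 acetylcholine (0%), high control EC100 acetylcholine (100%); read-out: Max/basal fluorescence ratio as % of EC20–EC100 ACh window; compound: single dose, 3 µM nominal final test concentration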
# IDE cell inh – cellular human IDE inhibition | HEK cells, FAbetaB cleavage, fluorescence polarization | P14735 | 0.41% of 320,000 active | inhibition, % at 5.59 µM | AID 434962;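 active means percent inhibition above the average of all tested compounds plus 3 SD, set per screening campaign, cut at about 16% in these data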;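 further: IDE supplied by intact live HEK cells; FP after avidin binding of uncleaved biotin substrate so inhibition keeps polarization high; 0% = DMSO wells and 100% = 60 µM reference IDE inhibitor Ii1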
# CRFBP-R2 block – antagonists of CRF-binding protein/CRF-R2 receptor complex; AID 588475; HEK293 CRF-R2/CRF-BP, CRF-induced calcium fluorescence; 0.59% of 350,000 active; inhibition, % at 11.8 µM;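 active means inhibition of the ligand-induced calcium signal above about 50% at the single tested concentration, limit read from the data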
# CHRM4 PAM – positive allosteric modulators of human muscarinic M4 receptor; P08173; CHO-K1 hM4/Gqi5, Fluo-8 calcium fluorescence, ACh EC20; 0% = ACh EC20, 100% = maximal ACh; activation, % at 3 µM; 0.4% of 360,000 active; AID 624126;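 active means activation above its plate's cutoff, the mean activation of sample wells plus 3 SD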; further: some results filed as inactive read as strong as hits
# Target sequence (P08173 whole entry, looked up): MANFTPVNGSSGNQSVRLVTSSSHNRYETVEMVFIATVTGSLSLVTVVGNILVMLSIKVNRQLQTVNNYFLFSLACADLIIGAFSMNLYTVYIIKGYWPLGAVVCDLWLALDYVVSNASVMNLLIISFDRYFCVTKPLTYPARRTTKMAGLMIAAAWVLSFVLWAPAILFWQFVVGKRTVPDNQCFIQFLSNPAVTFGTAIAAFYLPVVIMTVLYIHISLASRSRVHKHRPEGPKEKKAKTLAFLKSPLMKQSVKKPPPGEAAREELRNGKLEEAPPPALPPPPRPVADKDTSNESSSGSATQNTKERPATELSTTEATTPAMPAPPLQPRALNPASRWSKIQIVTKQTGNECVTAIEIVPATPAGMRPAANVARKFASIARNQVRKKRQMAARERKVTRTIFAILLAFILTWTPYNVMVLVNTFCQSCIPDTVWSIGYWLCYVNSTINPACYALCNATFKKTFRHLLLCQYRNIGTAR
# CHRM5 antagonist – blocks acetylcholine activation of human M5 receptor; P08912; CHO-hM5 cells, Fluo-8 calcium fluorescence, ACh EC80; inhibition, % at 3 µM; 0.59% of 360,000 active;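 active means inhibition above a per-plate cutoff, the mean of that plate's test compounds plus 3 SD, cut at about 27% in these data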;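 further: 0% = acetylcholine EC80 with DMSO and 100% = DMSO without agonist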
# M5 ag – CHRM5 agonism in calcium assay; P08912; activation, % at 3 µM; CHO-K1 hM5 cells, Fluo-8 calcium fluorescence; 0% DMSO wells, 100% maximal acetylcholine response; AID 624037; 0.19% of 360,000 active;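 active means activation above the run's mean over test compounds plus 3 SD, cut at about 23% in these data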;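 further: signal is peak over basal fluorescence ratio across the kinetic read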
# CRFR2-BP ag – agonists of human CRF-binding protein/CRF-R2 receptor complex | 0.46% of 350,000 active | HEK293 CRF-R2/CRF-BP, calcium dye fluorescence (FLIPR); percent of saturating CRF peptide response | activation, % at 13.2 µM;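 active means activation of at least 50%, plus an integration ratio under a set limit after plate pattern correction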;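 further: plate controls were neutral control wells without compound for no effect and CRF at EC100 for full effect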
# CHRM4 antagonist – CHRM4 antagonism in calcium assay. P08173. CHO-hM4 cells, ACh EC80, Fluo-8 calcium fluorescence. inhibition, % at 3 µM. 0.73% of 360,000 active. AID 624125;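 active means inhibition above its plate's cutoff, the mean inhibition of sample wells plus 3 SD, cut at about 27% in these data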;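 further: 0% = acetylcholine EC80 with DMSO and 100% = DMSO without agonist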
# M4 ag – agonists of human muscarinic M4 receptor (CHRM4). P08173. CHO-K1 hM4/Gqi5, Fluo-8 calcium fluorescence; vehicle 0%, full acetylcholine response 100%. activation, % at 3 µM. 0.14% of 360,000 active;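 active means activation above the run mean over all test wells plus 3 SD, cut at about 32% in these data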;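 further: peak over basal fluorescence ratio per well then scaled between controls; 0% = DMSO wells and 100% = acetylcholine at EC100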
# Numbers without * were called inactive; · = no result given. Not a hit list; overall some 2.9% were active at least once.
canonical_smiles,CHRM5 PAM,IDE cell inh,CRFBP-R2 block,CHRM4 PAM,CHRM5 antagonist,M5 ag,CRFR2-BP ag,CHRM4 antagonist,M4 ag
COc1ccc(CCc2cc(OC)c(OC)c(OC)c2)cc1,5,·,27,1,1,-2,1.5,-8,2
COc1ccc(NC(=S)NNC(=O)c2ccco2)c(OC)c1,2,-1,1,5,-4,-3,1.2,-3,1
COc1ccccc1OCC(=O)Nn1c(=S)[nH]c2ncccc2c1=O,3,-2,-2,-6,-4,0,2.3,6,1
CCCn1cc2c(c1-c1cccc(C)c1)c(=O)n(C)c(=O)n2C,-7,-1,5,9,3,-1,-2.1,2,0
CCOC(=O)NC(=O)CSc1nnnn1-c1ccc(Cl)cc1,-4,-6,2,2,12,1,0.3,4,-1
CC(C)c1nnc(NC(=O)c2cccs2)s1,4,2,-24,-1,3,3,-1.7,6,0
O=C(NN1C(=O)/C(=C/C=C/c2ccco2)SC1=S)c1ccncc1,-2,2,15,3,5,0,0.2,-4,1
Cc1cccc(-n2c(-c3ccco3)n[nH]c2=S)c1,1,1,-1,-2,-1,-4,-2.4,10,0
O=[N+]([O-])c1ccccc1C=NN1CCCCCC1,-7,·,7,-4,14,-1,-2.7,2,0
COc1cc2c(cc1OC)N1C(=O)CC(OCC(=O)O)C3C4CC5(CCN5C(=O)C4=O)C2C31 (configuration not stated),1,1,19,6,8,-3,-0.9,-3,1
O=C(Cc1c(O)c2ccccc2[nH]c1=O)NCc1ccccc1F,-8,-4,8,-4,-1,-4,2.9,5,0
CC(=O)N1CCc2cc(S(=O)(=O)NC3CCCCC3)ccc21,-1,0,16,3,6,1,-0.7,-10,7
Cc1cnc(C(=O)OCC(=O)c2ccc(F)c(F)c2)cn1,5,-7,16,-2,-4,3,1.0,-6,0
COc1cc(C(=O)OCC(=O)NC(=O)NC2CCCCC2)cc(Cl)c1OC,-5,-2,-28,2,4,-8,1.4,-26,1
CSCc1nnc(NC(=O)c2ccc(S(=O)(=O)N3CCCCC3C)cc2)o1 (configuration not stated),1,-2,-6,2,-3,-2,-0.7,6,2
CCn1ccnc1CC1COc2ccccc2O1 (configuration not stated),-3,-7,10,-8,-1,-1,-1.5,4,2
C=CCNC(=S)N1CCN(Cc2ccccc2)CC1,9,7,4,11,0,-3,0.0,-5,1
COc1cc(/C=N/NC(=O)COc2c(C)cc([N+](=O)[O-])cc2C)ccc1OC(=O)c1ccccc1,-2,9,43,-2,-2,-4,1.1,3,0
C=CCC1NS(=O)(=O)OC(CCCC)C1O (configuration not stated),8,0,-3,10,1,0,-1.2,0,1
CCOC(=O)N1CCN(CCC(=O)Nc2ccc(C)c(Br)c2)CC1,5,2,-14,4,7,-1,-0.3,0,1
CC(C)Oc1ccccc1/C=N/NC(=O)c1ccccc1Cl,0,0,8,-15,6,0,-1.4,-2,1
c1ccc(CNc2ncnc3c2oc2ccccc23)nc1,-4,4,10,12,0,1,-0.2,-4,2
C=CCNCCOCCOc1ccc(C)cc1[N+](=O)[O-],-5,5,32,9,0,-5,-2.9,-2,0
COc1cccc(C(C(=O)NC2CCCC2)N2CCN(c3cc(C)ccc3C)CC2)c1OC (configuration not stated),3,·,·,6,-11,0,·,-28,1
COc1ccccc1S(=O)(=O)N(C)C[C@H]1OCc2cn(nn2)CCCC(=O)N([C@H](C)CO)C[C@@H]1C,-1,·,8,8,-7,1,3.1,-4,1

# (list continues)
canonical_smiles,CHRM5 PAM,IDE cell inh,CRFBP-R2 block,CHRM4 PAM,CHRM5 antagonist,M5 ag,CRFR2-BP ag,CHRM4 antagonist,M4 ag
O=C(COc1ccc(Cl)cc1)NCCNc1ccc([N+](=O)[O-])cc1,-9,5,25,1,9,-1,-2.2,-17,3
Cc1noc(C)c1C(=O)OCC(=O)NC(c1ccccc1)c1ccccc1,-7,3,29,-3,12,-2,-0.3,9,0
COC(=O)c1c(-c2ccc(OC)cc2)sc2ccc(OC)cc12,-9,-3,2,-2,15,-1,3.1,5,0
Cn1c2ccc(F)cc2c2nnc(SCCN3CCCCC3)nc21,1,·,18,-7,6,-6,-3.2,8,0
Nc1nc(Cl)nc(N(c2ccccc2)c2ccccc2)n1,5,5,-27,3,-3,1,5.4,2,1
COc1ccc(S(=O)(=O)N2CCCCCC2)cc1NC(=O)CCCOc1ccccc1,-2,2,2,2,7,-1,1.3,-10,1
Cc1c(C(=O)OCC(C)C)[nH]c2c1C(=O)CC(c1ccco1)C2 (configuration not stated),-1,1,-36,-5,-4,3,-3.0,-15,5
COc1ccc(-c2csc(NC(=O)c3cccs3)c2C(=O)O)cc1OC,0,-3,11,-3,1,3,-0.7,3,0
Cc1ccc2cc(CN(c3ccc(C)c(C)c3)S(C)(=O)=O)c(=O)[nH]c2c1,7,3,0,-1,2,-3,-1.0,-5,1
COc1ccc(-n2c(C)c(C(C)=O)c3cc(OCC(N)=O)ccc32)cc1,-3,9,8,-4,5,1,-0.9,6,4
Cc1ccc(Oc2ncc(CN3CC(C)OC(C)C3)s2)cc1 (configuration not stated),0,0,13,-4,1,-1,-0.6,4,0
Nc1c(N)c2ccccc2oc1=O,1,0,3,7,-5,2,6.4,-13,0
COc1ccc(C(CNC(=O)c2ccc(N3CCCC3=O)cc2)N2CCCC2)cc1 (configuration not stated),4,0,-1,3,-1,-7,3.0,7,1
CC(=O)/C=C\c1ccc(OC(=O)c2cccnc2)cc1,2,5,-7,2,1,1,0.6,0,1
O=C(c1cc(-c2ccccn2)nc2ccc(Br)cc12)N1CCN(S(=O)(=O)c2ccccc2)CC1,-1,3,21,4,-2,-2,-1.0,1,3
Cc1ccc(N2CC(C(=O)NCCC(C)C)CC2=O)cc1 (configuration not stated),5,2,6,12,3,0,-3.8,-9,1
CC1(c2nnc(-c3ccncc3)o2)CC(c2ccc(Cl)cc2)=NO1 (configuration not stated),-13,-6,-2,2,18,7,1.6,-2,9
COc1ccc(S(=O)(=O)Nc2ccc(F)c(F)c2)cc1Cl,-5,2,-14,-10,0,1,-1.5,14,8
CN(C)Cc1c(-c2ccc(Cl)cc2)nc2ccc(Cl)cn12,2,-2,-8,7,6,-2,-1.6,-3,1
O=C(CN(C(=O)c1csnn1)c1ccc(F)cc1)NCc1ccc(F)cc1,8,-5,1,5,2,1,-1.4,-4,2
CC(C)(C)c1ccc(COn2ccnc2)cc1,8,-6,-6,-6,1,-3,-0.9,6,1
CC(=O)Oc1ccc(C(=O)Nc2cc(C)ccc2NC(=O)COc2ccccc2)cc1,-14,-6,-4,-4,5,2,-1.8,7,14
O=C1COc2ccc(C(=O)COC(=O)Cc3c(F)cccc3Cl)cc2N1,-13,·,6,-7,8,3,-1.6,11,9
Cc1cccc([C@@H]2[C@@H]3C(=O)N(Cc4ccccc4)C(=O)[C@@H]3[C@]3(CC(C)C)C(=O)N(c4cccc(F)c4)C(=O)N23)c1,6,-4,-17,3,-2,3,7.0,-10,2
O=C(CCS(=O)(=O)c1ccc(Cl)cc1)Nc1nccs1,-5,·,6,1,7,4,0.1,0,1

# Part of the list above, with values ahead of the structure:
CHRM5 PAM | IDE cell inh | CRFBP-R2 block | CHRM4 PAM | CHRM5 antagonist | M5 ag | CRFR2-BP ag | CHRM4 antagonist | M4 ag | SMILES
8 | -5 | 1 | 5 | 2 | 1 | -1.4 | -4 | 2 | O=C(CN(C(=O)c1csnn1)c1ccc(F)cc1)NCc1ccc(F)cc1
-1 | 3 | 21 | 4 | -2 | -2 | -1.0 | 1 | 3 | O=C(c1cc(-c2ccccn2)nc2ccc(Br)cc12)N1CCN(S(=O)(=O)c2ccccc2)CC1

# Next section:
canonical_smiles,CHRM5 PAM,IDE cell inh,CRFBP-R2 block,CHRM4 PAM,CHRM5 antagonist,M5 ag,CRFR2-BP ag,CHRM4 antagonist,M4 ag
CCOc1cccc(C(=O)Nc2ccccc2OC(F)F)c1,0,-4,13,6,-9,-8,-4.9,-7,0
CC(=O)NC12CC3CC(C)(C1)CC(NC(C)=O)(C3)C2,4,2,-23,15,-1,2,3.7,4,2
N=C1SCC(=O)N1/N=C/c1ccccc1,5,-2,0,-5,1,1,-2.2,12,1
OCC[C@@H]1C[C@H](O)[C@@H](O)[C@@]2(OCCc3ccccc32)O1,4,-7,-6,11,13,5,0.8,-6,2
O=C(c1ccco1)N1CCN(C(=O)c2ccc(-c3ccc(Cl)cc3)o2)CC1,2,3,10,-1,1,1,0.0,3,6
CC(CC(=O)NCCc1ccc(F)cc1)c1ccccc1 (configuration not stated),-3,3,9,0,6,2,0.9,4,0
COc1ccc(OC)c(NC(=O)CSc2nnc(CNC(=O)COc3ccc(Cl)cc3)o2)c1,3,4,-2,0,-7,-2,0.0,2,4
Cc1ccc(S(=O)(=O)NC(=O)C2(C)CCN2C(=O)C2(c3ccc(Cl)cc3)CCC2)nc1 (configuration not stated),-3,·,·,8,0,-1,·,-10,0
Oc1ccc(C[C@H]2CNCCN2CC2(c3ccccc3)CC2)cc1,2,4,-1,7,3,1,1.4,-12,2
COC(=O)c1cccc(Oc2nc3c(c(=O)n(C)c(=O)n3C)n2C(C)C)c1,-4,1,19,2,1,2,-4.3,-2,0
CC(=O)c1ccc(NS(=O)(=O)c2cc(-c3cnc(C4CC4)o3)ccc2C)cc1,0,12,2,3,3,-3,0.0,6,2
O=S(=O)(c1ccc(C2CCCCC2)cc1)N1CCOCC1,-6,6,-9,5,4,-2,-1.6,6,3
CCCCc1nc2cc(C(=O)NCc3cn(C)nc3C)ccc2o1,-7,3,12,-4,15,-2,0.4,-6,3
Cc1nc2ncnn2c(C)c1CCC(=O)Oc1ccccc1,-1,10,0,-6,4,3,0.4,2,1
O=c1c(O)c(-c2ccccc2)oc2cc(O)ccc12,-2,·,·,7,-10,5,·,-16,8
CCc1ccc(-c2c(C)sc(NC(=O)C3CCC3)c2C#N)cc1,-1,-1,-43,14,-3,0,1.7,1,1
COc1ccc(NC(=O)Cc2ccsc2)cc1S(=O)(=O)N1CCOCC1,-11,1,12,4,10,3,-0.9,1,2
C/C(Cn1cnc([N+](=O)[O-])n1)=N\NC(=O)c1ccccc1O,-9,5,7,-1,14,0,-1.0,17,2
O=c1cc(-c2ccccc2)nc(Cc2c(Cl)cccc2Cl)[nH]1,4,-1,3,4,2,-4,4.5,1,0
COc1cc(CNCc2ccccn2)ccc1OCc1ccc(Cl)c(Cl)c1,-1,0,-11,4,11,2,1.7,6,16
O=C(CSc1nc2ccccc2c(=O)[nH]1)Nc1ccccc1N1CCOCC1,2,2,-20,-9,7,3,8.4,0,1
Cc1cccc(-c2cc3nc4c(c(N5CCC6(CC5)OCCO6)n3n2)CCCC4)c1,1,1,-14,5,2,0,0.9,3,0
O=C(CNC(=O)c1ccc(Cl)cc1Cl)OCC(=O)N1CCCC1,7,5,11,5,-10,3,-0.5,-14,2
CCCSc1nc(N)cc(=O)[nH]1,2,1,-3,5,-6,2,-0.3,-11,1
COC(=O)C1=C(C(=O)OC)[C@@H]2N(C)c3ccc(OC)cc3[C@@]23C[C@@H](C(=O)OC)N(S(=O)(=O)c2ccc(OC)cc2)C3=N1,1,-3,9,6,3,-1,-0.6,-7,2
Cc1ccccc1CC(=O)NC1CCN(Cc2ccccc2)CC1,3,-2,1,0,6,-10,0.6,-4,1
Cc1ccc(N2C(=O)C3NN=C(C(=O)OCc4ccccc4)C3C2=O)cc1 (configuration not stated),-1,8,-3,18,5,4,5.2,-5,4
